High-throughput results (PubChem BioAssay)
HTR5A ag ctr = HTR5A agonists in luminescence cell assay, primary screen, counter-screen for OPRM1-OPRD1 heterodimer agonist project, full-deck HTS. cell-based. 0.61% of 340,000 active. activation, % at 9.3 µM; in the data active = activation mostly above about 9.5%, no sharp cut-off; inactive = mostly below about 7.6%;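 note: 0% = cells with vehicle only and 100% = reference agonist; strong numbers were not always called active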
CDK5 p35 inh = inhibitors of human CDK5/p35 kinase, primary screen, biochemical, single concentration; inhibition, % at 10 µM; Recombinant CDK5/p35, ADP-Glo luminescence, 60 min; 0.01% of 330,000 active;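 active = highest replicate inhibition of at least 50% and at least 75% of replicates reaching 50%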;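 note: plate controls were DMSO neutral control for no effect and GW8510 at 10 µM for full effect; many of its hits are not listed in these tables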
MITF TRPM1 HTS = activators of MITF-driven TRPM1 promoter reporter, primary screen, cell-based, SK-MEL-5, luciferase, single point; SK-MEL-5 TRPM1-promoter luciferase, 24 h; % of positive control, neutral wells = 0; activation, % at 12.5 µM; 0.75% of 300,000 active; AID 588334, 2011;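 active = mean activation of at least 80% with every replicate also reaching 80%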;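 note: 0% = neutral control wells and 100% = parthenolide positive control wells; values of inactives mirror those of a sister screen read the other way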
dFosB act = activators of delta FosB homodimer, primary screen, biochemical, fluorescence polarization, TAMRA-CDK5 oligo, single point; Protein FosB (Mus musculus), P13346; purified delta FosB; percent of positive-control signal above neutral wells; activation, % at 25 µM; 0.99% of 340,000 active; AID 493131, 2011;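 active = mean activation above about 17%, with every replicate also reaching it, limit read from the data, passing the limit was not always enough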;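 note: fluorescence polarization rise as delta FosB binds a TAMRA Cdk5 AP-1 oligo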
Target sequence (P13346 whole entry, looked up): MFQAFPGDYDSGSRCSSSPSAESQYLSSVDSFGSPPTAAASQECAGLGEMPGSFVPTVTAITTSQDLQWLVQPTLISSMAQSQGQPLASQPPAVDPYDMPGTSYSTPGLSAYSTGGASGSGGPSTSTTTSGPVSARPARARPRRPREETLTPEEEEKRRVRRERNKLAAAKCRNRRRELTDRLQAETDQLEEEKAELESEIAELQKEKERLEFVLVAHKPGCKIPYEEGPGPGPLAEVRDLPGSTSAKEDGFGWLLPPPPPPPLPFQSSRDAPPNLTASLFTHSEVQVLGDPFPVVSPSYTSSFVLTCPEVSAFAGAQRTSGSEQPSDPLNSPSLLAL
cardiac RTF act = cardiac RTF calcium sensitivity activators, primary screen, biochemical, IANBD-TnC fluorescence, EC20 calcium. IANBD-labeled TnC RTF fluorescence at EC20 calcium; 0% EC20 calcium, 100% full calcium. activation, % at 7.2 µM. 0.24% of 340,000 active;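 active = activation above the mean over all tested compounds plus 3 SD, cut at about 30% in these data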;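 note: rise in fluorescence read as greater calcium sensitivity of cardiac thin filaments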
Rtt109 HAT inh = inhibitors of C. albicans Rtt109/Vps75 HAT, primary screen, biochemical, ThioGlo CoA-SH fluorescence, plate reader; Histone acetyltransferase RTT109 (Candida albicans (strain SC5314 / ATCC MYA-2876)), …; purified Rtt109/Vps75, 4 h; inhibition, % at 34.9 µM; 0.16% of 330,000 active;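 active = inhibition of at least 50% in every replicate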
Wnt act = Wnt/beta-catenin pathway activators, primary screen, cell-based, plate reader, single point; Wnt/beta-catenin reporter cell assay, activator; activation, % at 9.35 µM; 1.2% of 300,000 active; in the data active = activation above about 30%, passing the limit was not always enough;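 note: 0% = neutral control wells and 100% = positive control wells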
PvdQ acylase = P. aeruginosa PvdQ acylase inhibitors, primary screen, biochemical, fluorescence, plate reader and imaging, single point; PvdQ acylase [Pseudomonas aeruginosa LESB58]; purified PvdQ acylase; inhibition, % at 10 µM; 0.063% of 340,000 active; AID 488965, 2010; in the data active = inhibition above about 30%, passing the limit was not always enough;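 note: 0% = vehicle neutral wells and 100% = reference inhibitor wells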
SR-BI DiI inh = inhibitors of SR-BI mediated HDL lipid uptake, primary screen, ldlA[mSR-BI] cells, fluorescence, single point. Scavenger receptor class B member 1 (Mus musculus), Q61009. ldlA[mSR-BI] CHO cells, DiI-HDL uptake fluorescence, 3 h. inhibition, % at 12.5 µM. 0.96% of 320,000 active. AID 488896, 2010;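 active = mean replicate inhibition of at least 70% and a set share of replicates each scoring 70 or more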;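 note: 0% = median of neutral control wells and 100% = median of positive control wells; values of inactives mirror those of a sister screen read the other way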
Target sequence (Q61009 whole entry, looked up): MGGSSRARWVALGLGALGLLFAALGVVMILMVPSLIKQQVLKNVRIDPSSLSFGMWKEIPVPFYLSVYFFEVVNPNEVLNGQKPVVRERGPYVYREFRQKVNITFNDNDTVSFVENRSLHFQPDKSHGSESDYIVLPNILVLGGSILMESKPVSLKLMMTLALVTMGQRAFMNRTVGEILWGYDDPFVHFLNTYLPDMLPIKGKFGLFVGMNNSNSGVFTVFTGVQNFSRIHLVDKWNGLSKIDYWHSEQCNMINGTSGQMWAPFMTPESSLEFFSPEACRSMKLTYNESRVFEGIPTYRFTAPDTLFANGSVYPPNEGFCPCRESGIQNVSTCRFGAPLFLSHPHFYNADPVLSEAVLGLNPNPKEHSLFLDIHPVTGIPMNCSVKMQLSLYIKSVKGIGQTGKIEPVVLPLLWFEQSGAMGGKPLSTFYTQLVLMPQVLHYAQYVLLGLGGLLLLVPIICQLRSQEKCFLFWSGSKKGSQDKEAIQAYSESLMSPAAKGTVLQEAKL
SR-BI DiI-HDL act = activators of SR-BI mediated DiI-HDL uptake, primary screen, ldlA[mSR-BI] CHO cells, DiI fluorescence | 3 h; 100 = double the neutral-control signal | activation, % at 12.5 µM | 0.096% of 320,000 active;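 active = mean replicate activation of at least 60% and every replicate at or above 60%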;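 note: 0% = median plate neutral-control signal and 100% = twice that signal; values of inactives mirror those of a sister screen read the other way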
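Material – SR-BI-overexpressing, LDLR-lacking CHO cells · Medium – BSA-supplemented, HEPES-buffered Ham's F12, pH 7.4 · Doses – single concentration · Times – compound with DiI-HDL co-incubation, 3 h at 37 °C · Measured by – bottom-read fluorescence, 550/595 nm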
Active calls of the source: *; · = no result given.

1) COC(=O)c1ccc(NC(=O)CN2CCN(c3ccccc3)CC2)cc1
2) COc1ccc(N2CCN(S(C)(=O)=O)CC2)cc1
3) CC(OC(=O)c1cccc(-n2cnnn2)c1)C(=O)Nc1ccc(F)cc1Cl (configuration not stated)
4) CC(C(=O)OCC(=O)N1CCCCC1)N1C(=O)c2ccccc2C1=O (configuration not stated)
5) COC(=O)c1ccc(C2/C(=C(\O)c3ccc4c(c3)OCCO4)C(=O)C(=O)N2CCCN(C)C)cc1 (configuration not stated)
6) COC(=O)COc1ccc(S(=O)(=O)Nc2ccc(C(N)=O)cc2)cc1Cl
7) CCc1cccc(CC)c1NC(=O)CO/N=C(\C)c1cccs1
8) CC(=O)Nc1ccc2nc(NC(=O)C(Cl)(Cl)Cl)sc2c1
assay / compound | 1 | 2 | 3 | 4 | 5 | 6 | 7 | 8
HTR5A ag ctr | 1 | 1 | 6 | -6 | -3 | 3 | 2 | 0
CDK5 p35 inh | -1.4 | -0.5 | 0.9 | 0.2 | -2.6 | -1.4 | 3.0 | 0.5
MITF TRPM1 HTS | · | · | -6 | · | 5 | -1 | 1 | 11
dFosB act | 2 | 8 | -4 | -1 | 2 | -3 | -6 | -4
cardiac RTF act | 4 | 2 | -2 | -3 | 6 | -2 | -10 | 0
Rtt109 HAT inh | -14 | · | -2 | 1 | -9 | 2 | -2 | 6
Wnt act | · | · | 1 | -1 | · | -1 | -4 | 3
PvdQ acylase | -17 | 2 | -18 | -3 | -10 | -7 | -4 | -7
SR-BI DiI inh | -5 | 0 | 29 | -16 | -9 | -36 | -14 | -22
SR-BI DiI-HDL act | 5 | 0 | -29 | 16 | 9 | 36 | 14 | 22

9) Cc1ccc(C)c(OCC(=O)Nc2cc(C(=O)O)cc(C(=O)O)c2)c1
10) Cc1nnc(SCC(=O)NC2CC2)n1CC1CCCO1 (configuration not stated)
11) O=C(/C=C/c1ccc(F)cc1)OCC(=O)c1ccc[nH]1
12) CN1CCN(c2nc(-c3ccccc3)c3cc(Cl)ccc3n2)CC1
13) CC(C)(C)OC(=O)NCCCCCNC(=O)c1nc[nH]c1C(=O)N1CCN(c2ccccc2)CC1
14) CC(=O)c1cccc(N2C(=NC(=O)C(C)C)SC3CS(=O)(=O)CC32)c1 (configuration not stated)
15) CSC1=NCCN1C(=O)c1ccc(C)cc1
16) O=C(NN1C(=O)c2ccccc2NC1c1ccccn1)c1ccc([N+](=O)[O-])cc1 (configuration not stated)
assay / compound | 9 | 10 | 11 | 12 | 13 | 14 | 15 | 16
HTR5A ag ctr | 3 | -2 | -2 | -2 | 9 | 5 | 4 | 0
CDK5 p35 inh | 0.1 | 0.9 | -1.9 | 1.6 | 0.2 | -3.4 | -1.1 | 0.4
MITF TRPM1 HTS | 6 | 0 | 34 | · | 5 | -1 | 3 | 14
dFosB act | -3 | 4 | -18 | -11 | -3 | -4 | -6 | -4
cardiac RTF act | -1 | 2 | -3 | 7 | -2 | -6 | 7 | -1
Rtt109 HAT inh | -10 | -11 | 0 | -38 | 5 | -2 | -4 | 8
Wnt act | -1 | -3 | 16 | 0 | -2 | 6 | -2 | -1
PvdQ acylase | -4 | -10 | -8 | -9 | 4 | -7 | -4 | 7
SR-BI DiI inh | -27 | -22 | -3 | -7 | 17 | -19 | -10 | -5
SR-BI DiI-HDL act | 27 | 22 | 3 | 7 | -17 | 19 | 10 | 5

From entry 12 to 16, as listed above:
12) CN1CCN(c2nc(-c3ccccc3)c3cc(Cl)ccc3n2)CC1
13) CC(C)(C)OC(=O)NCCCCCNC(=O)c1nc[nH]c1C(=O)N1CCN(c2ccccc2)CC1
14) CC(=O)c1cccc(N2C(=NC(=O)C(C)C)SC3CS(=O)(=O)CC32)c1 (configuration not stated)
15) CSC1=NCCN1C(=O)c1ccc(C)cc1
16) O=C(NN1C(=O)c2ccccc2NC1c1ccccn1)c1ccc([N+](=O)[O-])cc1 (configuration not stated)
assay / compound | 12 | 13 | 14 | 15 | 16
HTR5A ag ctr | -2 | 9 | 5 | 4 | 0
CDK5 p35 inh | 1.6 | 0.2 | -3.4 | -1.1 | 0.4
MITF TRPM1 HTS | · | 5 | -1 | 3 | 14
dFosB act | -11 | -3 | -4 | -6 | -4
cardiac RTF act | 7 | -2 | -6 | 7 | -1
Rtt109 HAT inh | -38 | 5 | -2 | -4 | 8
Wnt act | 0 | -2 | 6 | -2 | -1
PvdQ acylase | -9 | 4 | -7 | -4 | 7
SR-BI DiI inh | -7 | 17 | -19 | -10 | -5
SR-BI DiI-HDL act | 7 | -17 | 19 | 10 | 5

Further structures:
17) COC(=O)c1cccc(NC(=O)Cc2ccccc2[N+](=O)[O-])c1C
18) CCn1c(SCC(=O)Nc2ccc(N3CCOCC3)c(Cl)c2)nnc1-c1ccc(N)cc1
19) CCn1c(SCc2ccc([N+](=O)[O-])cc2)nnc1C(C)NC(=O)c1ccccc1Br (configuration not stated)
20) COc1ccc([C@H]2CC(=O)C=C(c3ccc(OC)c(OC)c3)C2)cc1
21) Cc1ccc2cc(CN(CC3CCCO3)S(=O)(=O)c3ccc4c(c3)OCCO4)c(=O)[nH]c2c1C (configuration not stated)
22) COc1ccc(NC(=O)COc2ccc(C)nc2[N+](=O)[O-])cc1S(N)(=O)=O
23) CCOC(=O)COc1ccc(S(=O)(=O)N2CCN(c3ccccc3F)CC2)cc1
24) CCCn1c(/C=C/c2ccccc2)nc2ccccc21
assay / compound | 17 | 18 | 19 | 20 | 21 | 22 | 23 | 24
HTR5A ag ctr | 1 | 0 | -3 | 2 | 1 | 0 | 1 | -2
CDK5 p35 inh | -2.2 | -0.1 | 0.3 | -2.8 | 1.0 | -0.4 | -1.9 | 2.5
MITF TRPM1 HTS | -7 | · | 3 | 43 | 3 | -6 | -1 | 17
dFosB act | -4 | -14 | 14 | -2 | -11 | -8 | -10 | -2
cardiac RTF act | -4 | 1 | 4 | -1 | -1 | 0 | 5 | -6
Rtt109 HAT inh | -2 | 2 | -9 | -3 | -1 | 6 | · | 2
Wnt act | -1 | · | · | 6 | -1 | -1 | · | ·
PvdQ acylase | 3 | -10 | -10 | -11 | -16 | 13 | 4 | 6
SR-BI DiI inh | 12 | 28 | 36 | 39 | -12 | -9 | -7 | 2
SR-BI DiI-HDL act | -12 | -28 | -36 | -39 | 12 | 9 | 7 | -2

25) CS(=O)(=O)c1ccc2nc(NC(=O)c3cccc(Cl)c3)sc2c1
26) O=C(Nc1ccccc1)NC1(C(=O)NCCCN2CCOCC2)CCCCC1
27) NC(=O)N/N=C\c1cccs1
28) COc1ccccc1C(=O)Nc1nc2cc3c(cc2s1)OCO3
29) COc1ccccc1-n1c(C)c2c(OC)cccc(=O)c2c1C
30) N/C(=N\OC(=O)CSc1ccccc1)c1cccc([N+](=O)[O-])c1
31) CCCCCOC(=O)Cn1c(=O)oc2ccccc21
32) CCCOc1ccc(N2C(=O)CC(N(CCc3ccc(OC)c(OC)c3)C(=O)c3ccccc3)C2=O)cc1 (configuration not stated)
assay / compound | 25 | 26 | 27 | 28 | 29 | 30 | 31 | 32
HTR5A ag ctr | 7 | 2 | · | 2 | 1 | -3 | -5 | 3
CDK5 p35 inh | 0.8 | 0.1 | -0.5 | 1.1 | 0.4 | 0.3 | -2.5 | 0.0
MITF TRPM1 HTS | 26 | -2 | · | 66 | 2 | 14 | · | -11
dFosB act | -5 | 0 | -1 | 6 | -9 | 2 | -10 | -1
cardiac RTF act | 3 | -1 | · | -1 | -6 | -5 | 5 | -8
Rtt109 HAT inh | 20 | -4 | 21 | -15 | 3 | -1 | 10 | 3
Wnt act | 9 | -1 | 8 | -1 | 5 | · | 9 | -6
PvdQ acylase | 21 | -6 | 5 | 1 | -2 | -1 | -1 | -10
SR-BI DiI inh | 28 | -4 | -16 | · | 22 | -2 | -6 | 24
SR-BI DiI-HDL act | -28 | 4 | 16 | · | -22 | 2 | 6 | -24

33) CCn1c(SCC(=O)NC2CCCCC2)nc2c(c1=O)SC(C)C2 (configuration not stated)
34) CSc1nc(N)c(C(=O)Nc2ccc([N+](=O)[O-])cc2)s1
35) O=C(CC1SC(=Nc2ccccc2)N(Cc2ccccn2)C1=O)Nc1ccc(Br)cc1 (configuration not stated)
36) CN(C)c1ccc(C=NCCC2(c3ccccc3)CCOC(C)(C)C2)cc1 (configuration not stated)
37) C=CCn1c(-c2ccccc2[N+](=O)[O-])n[nH]c1=S
38) NC(=O)CCCn1c(C(=O)c2ccc(Cl)cc2)c2ccc(C(F)(F)F)cc2[n+]1[O-]
39) C=CCSc1nc2nc(C)cc(C)n2n1
40) N#CCCn1c(C2CCCCC2)nc2ccccc21
assay / compound | 33 | 34 | 35 | 36 | 37 | 38 | 39 | 40
HTR5A ag ctr | 0 | 0 | 5 | 2 | -3 | -1 | -5 | 4
CDK5 p35 inh | 0.8 | -2.5 | -0.4 | 1.9 | 0.7 | 0.0 | -2.1 | -0.3
MITF TRPM1 HTS | 3 | 0 | 1 | 7 | 5 | -21 | -4 | 1
dFosB act | -3 | -1 | -6 | -3 | 3 | -15 | -1 | 8
cardiac RTF act | 0 | -6 | -12 | 3 | 0 | -2 | 0 | 4
Rtt109 HAT inh | -10 | 0 | 1 | -10 | -1 | -7 | 6 | 12
Wnt act | · | 1 | 28 | 0 | 0 | -1 | · | 1
PvdQ acylase | -7 | -17 | -12 | 1 | -14 | -7 | 6 | -6
SR-BI DiI inh | -8 | 10 | 24 | -30 | -1 | 1 | -34 | -13
SR-BI DiI-HDL act | 8 | -10 | -24 | 30 | 1 | -1 | 34 | 13

41) CCC(CO)Nc1ncc([N+](=O)[O-])cc1C#N (configuration not stated)
42) O=S(=O)(c1cccc(S(=O)(=O)N2CCCC2)c1)c1cccc(S(=O)(=O)N2CCCC2)c1
43) CC(=O)c1cccc(NC(=O)c2ccc3c(c2)CCCC3)c1
44) CC(=O)Nc1ccc(S(=O)(=O)Oc2cccc(N3C(=O)C4CC=CCC4C3=O)c2)cc1 (configuration not stated)
assay / compound | 41 | 42 | 43 | 44
HTR5A ag ctr | 2 | 3 | 0 | -4
CDK5 p35 inh | 1.0 | -0.4 | · | 0.4
MITF TRPM1 HTS | -4 | -3 | 113* | ·
dFosB act | -8 | -5 | -9 | -3
cardiac RTF act | -1 | -4 | -4 | 0
Rtt109 HAT inh | -1 | 6 | 8 | 3
Wnt act | 1 | -2 | 24 | -3
PvdQ acylase | -9 | -11 | -8 | -6
SR-BI DiI inh | -28 | 46 | 64 | 41
SR-BI DiI-HDL act | 28 | -46 | -64 | -41
